TCR CD3 inh: human TCR-CD3 binding inhibition. 360,000 tested, 0.37% active. TAMRA-labeled TCR probe fluorescence, biochemical. inhibition, % at 9.4 µM. AID 651800; in the data active means inhibition above about 19%;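 further: recombinant mutant TCR 2C K166C tagged with TAMRA read by polarization; 0% = receptor in buffer alone and 100% = receptor with positive control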
DDE Tn7 FP inh: DD(E)-Tn7 binding inhibition, primary FP screen | inhibition, % at 8.3 µM | FP displacement of FITC-Tn7 peptide from fibrin DD(E); 0% = median of compound wells per plate | AID 720508 | 370,000 tested, 0.13% active | P02675;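 active means inhibition above the mean of compounds falling within the control limits plus 3 SD of them, cut at about 14% in these data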;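 further: 0% = plate median of compound wells and 100% = 10 µM Aha-Tn7 peptide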
Target sequence (P02675 whole entry, looked up): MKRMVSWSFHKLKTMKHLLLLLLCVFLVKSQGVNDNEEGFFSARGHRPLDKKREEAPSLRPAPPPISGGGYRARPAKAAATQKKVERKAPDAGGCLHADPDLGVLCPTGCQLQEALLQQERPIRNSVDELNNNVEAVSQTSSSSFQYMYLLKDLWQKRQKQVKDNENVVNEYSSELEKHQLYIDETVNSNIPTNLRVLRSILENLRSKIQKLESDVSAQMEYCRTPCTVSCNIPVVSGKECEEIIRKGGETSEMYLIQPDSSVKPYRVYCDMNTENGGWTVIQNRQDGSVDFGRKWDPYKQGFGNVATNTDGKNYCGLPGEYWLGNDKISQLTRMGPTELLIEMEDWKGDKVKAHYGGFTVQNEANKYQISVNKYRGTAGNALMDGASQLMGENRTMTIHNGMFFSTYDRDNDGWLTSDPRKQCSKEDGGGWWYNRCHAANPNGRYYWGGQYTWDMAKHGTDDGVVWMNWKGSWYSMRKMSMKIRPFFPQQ
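Also added: labelled Tn7 tracer, 0.1 µM; Assay system: human fibrin DD(E) protein; Amount: 2 µM fibrin DD(E); Schedule: 10 min compound pre-incubation, 3 h probe incubation at room temperature; Repeats: one replicate per compound; Read-out basis: percent inhibition; Measured by: fluorescence polarization of the labelled Tn7 tracer.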
HTRA1 inh: inhibitors of human serine peptidase HTRA1; Q92743; recombinant HTRA1, FP-rhodamine activity-based probe, fluorescence polarization; inhibition, % at 5.96 µM; 340,000 tested, 0.5% active; AID 504803; in the data active means inhibition above about 36%;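 further: 0% = enzyme with DMSO and 100% = wells lacking enzyme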
UHRF1 binding: blocks human UHRF1 binding to methylated DNA. inhibition, % at 4.4 µM. Q96T88. UHRF1 binding to methylated oligo, TR-FRET. 370,000 tested, 0.75% active; in the data active means inhibition above about 21%;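 further: UHRF1 SRA domain binding a hemimethylated CpG hairpin DNA probe; 0% = median of test compound wells and 100% = reference inhibitor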
LEDGF integ inh: blocks HIV-1 LEDGF/p75-dependent DNA integration; inhibition, % at 3.7 µM; TR-FRET IN-LEDGF/p75 DNA integration, Eu/Cy5; 370,000 tested, 0.64% active;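 active means inhibition above the screen-wide mean plus 3 SD, cut at about 13% in these data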;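 further: signal is the Cy5 over europium emission ratio at 671 and 618 nm; 0% = plate median of compound wells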
ABHD4 inh: inhibitors of mouse ABHD4 | Q8VD66 | purified mABHD4, FP-Rh probe fluorescence polarization | inhibition, % at 8.92 µM | 370,000 tested, 0.54% active;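 active means inhibition exceeding the mean over every tested compound plus 3 SD, cut at about 30% in these data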;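 further: 0% = plate median of compound wells and 100% = S159A mutant with DMSO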
Target sequence (Q8VD66 whole entry, looked up): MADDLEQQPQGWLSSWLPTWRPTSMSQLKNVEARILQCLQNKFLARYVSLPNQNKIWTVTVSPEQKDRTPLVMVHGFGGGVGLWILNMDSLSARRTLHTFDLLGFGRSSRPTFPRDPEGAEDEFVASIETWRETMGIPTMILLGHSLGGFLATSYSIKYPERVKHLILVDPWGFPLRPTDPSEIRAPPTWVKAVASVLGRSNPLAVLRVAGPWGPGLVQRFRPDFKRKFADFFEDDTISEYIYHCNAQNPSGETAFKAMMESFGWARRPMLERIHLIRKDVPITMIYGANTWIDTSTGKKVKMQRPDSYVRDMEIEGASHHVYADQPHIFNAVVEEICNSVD
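Doses – 8.92 µM, single dose · Material – wild-type mouse ABHD4 protein · Replication – single well per compound (singlicate) · Measure – percent inhibition of probe binding, normalized to plate controls · Schedule – 45 min compound pre-incubation plus 60 min probe step, 25 °C · Detection – fluorescence polarization with parallel and perpendicular emission, 525/598 nm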
PG9 binder: small molecules binding HIV-1 gp120 antibody PG9. TR-FRET gp120-PG9 antibody binding. AID 624416. 360,000 tested, 0.43% active. inhibition, % at 6.7 µM; in the data active means inhibition above about 8.5%
PRMT1 inh: blocks human protein arginine methyltransferase 1; Q99873; recombinant PRMT1, activity-based probe fluorescence polarization; inhibition, % at 2.79 µM; 370,000 tested, 1.3% active;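 active means inhibition above about 21% made by adding two undisclosed values, limit read from the data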
SIAE primary: inhibitors of human sialic acid acetylesterase SIAE; Q9HAT2; SIAE FP-Rh probe binding, fluorescence polarization; inhibition, % at 9.66 µM; 370,000 tested, 0.69% active;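 active means inhibition above a cutoff: mean of compounds within the control limits plus 3 SD of those, cut at about 17% in these data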;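 further: 0% = plate median of compound wells and 100% = probe without SIAE protein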
TDP2 inh: blocks human TDP2 phosphodiesterase activity | inhibition, % at 12.8 µM | 370,000 tested, 0.34% active | recombinant TDP2, T5PNP hydrolysis, p-nitrophenol absorbance 415 nm;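 active means inhibition above the mean of all tested compounds plus 3 SD, set per campaign, cut at about 25% in these data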;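 further: 0% = DMSO with enzyme and 100% = buffer with substrate but no TDP2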
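Incubation: 2 h at 37 °C; Test system: recombinant human TDP2; Quantity: enzyme 120 nM; Read-out basis: percent inhibition; Medium: 50 mM Tris-HCl pH 7.5 with Mg2+, KCl, DTT, BSA; Repeats: single replicate; Compound: 12.8 µM single point, 1% DMSO; Signal: epi absorbance; Reagent: 5 mM T5PNP chromogenic substrate; Benchmarks: no-enzyme high, DMSO-plus-enzyme low.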
* = called active by the depositor; / = no result given. Outcome played no part in choosing rows; about 4.2% have a hit in one of these screens.

SMILES	TCR CD3 inh	DDE Tn7 FP inh	HTRA1 inh	UHRF1 binding	LEDGF integ inh	ABHD4 inh	PG9 binder	PRMT1 inh	SIAE primary	TDP2 inh
CCOC(=O)C1=Nc2ccccc2C1=[N+]=[N-]	-7	-2	-12	-3	-4	5	-0.7	6	-4	-10
COc1ccc([N+](=O)[O-])cc1NC(=O)C(C)OC(=O)Cc1ccc(OC)c(OC)c1 (centres undefined)	-1	-1	4	-2	0	3	1.6	3	5	8
CSc1ccccc1C(=O)Nc1cccc([N+](=O)[O-])c1	-15	2	-8	2	-1	2	0.4	5	-6	1
O=C(CNc1ccccc1)N/N=C/c1ccc2c(c1)OCCO2	2	9	-1	0	0	-4	-1.5	1	3	-5
CC(C)Oc1ccc(C(=O)Nc2cc(S(=O)(=O)N3CCOCC3)ccc2N2CCOCC2)cc1	-3	-4	-9	1	1	0	-1.0	0	0	-19
CCOC(=O)c1c(S(=O)(=O)Nc2ccccc2OCC)c(C)n(C)c1C	0	-4	0	0	3	0	-1.2	-3	3	12
Cc1cc(C)c(C)c(S(=O)(=O)Nc2ccccc2C(=O)O)c1C	2	3	-15	0	3	-3	-2.9	0	0	5
CC(NC(=O)CCc1nc2cc(S(=O)(=O)N3CCOCC3)ccc2n1C)c1ccc(S(N)(=O)=O)cc1 (centres undefined)	2	0	-1	3	-2	-4	-0.2	5	3	-4
CCOC(=O)N1CCC(N2C(=O)c3ccccc3C2Nc2c(C)cccc2C)CC1 (centres undefined)	-5	3	-3	2	-3	-4	-0.5	1	5	-2
OCC1OC(n2cnc3c(SCc4ccccc4)ncnc32)C(O)C1O (centres undefined)	4	-4	3	2	6	-1	-0.7	-11	3	-10
O=C(Nc1ccccc1)Nc1ccccc1C(=O)NCc1ccccc1	6	11	-50	1	0	-3	-0.2	-3	-2	11
Cc1ccc(C(O)c2ncc(-c3cccc(C(F)(F)F)c3)[nH]2)c(C)c1 (centres undefined)	4	-1	/	-4	0	-7	0.9	-2	-6	-14
Cc1ccc(NC(=O)COC(=O)CCC2CCCC2)c(Br)c1	-5	3	-12	1	-6	1	-0.2	5	-4	-3
CCCc1nccn1S(=O)(=O)c1cc(OC)ccc1OC	1	4	-1	2	-1	-1	2.9	-2	-5	0
CN(C)c1ccc(-c2ccc3oc(-c4ccsc4)cc(=O)c3c2)cn1	9	-2	-2	2	1	3	0.2	-3	-2	-2

One compound at a time (already shown). Order of screens: TCR CD3 inh	DDE Tn7 FP inh	HTRA1 inh	UHRF1 binding	LEDGF integ inh	ABHD4 inh	PG9 binder	PRMT1 inh	SIAE primary	TDP2 inh
CSc1ccccc1C(=O)Nc1cccc([N+](=O)[O-])c1 is listed with -15	2	-8	2	-1	2	0.4	5	-6	1
CCCc1nccn1S(=O)(=O)c1cc(OC)ccc1OC is listed with 1	4	-1	2	-1	-1	2.9	-2	-5	0
Cc1cc(C)c(C)c(S(=O)(=O)Nc2ccccc2C(=O)O)c1C is listed with 2	3	-15	0	3	-3	-2.9	0	0	5

(continued)
SMILES	TCR CD3 inh	DDE Tn7 FP inh	HTRA1 inh	UHRF1 binding	LEDGF integ inh	ABHD4 inh	PG9 binder	PRMT1 inh	SIAE primary	TDP2 inh
O=C1CN(c2ccccc2)C(=O)N1	4	3	1	1	5	2	-2.5	0	4	7
CC1CC(C)(C)CC2(C1)NC(=O)N(CC(=O)Nc1ccc3c(c1)OCO3)C2=O (centres undefined)	-6	1	11	0	-3	-7	0.0	-4	17	12
Cc1nn(-c2ccccc2)c(Cl)c1/C=N/NC(=O)c1nn(C)cc1[N+](=O)[O-]	3	-1	4	24*	4	1	-1.6	0	2	13
NC(=O)c1ccccc1N=Cc1cccnc1	1	2	2	0	0	-1	1.2	5	4	1
CC(C)c1nc(C#N)c(NCCCn2ccnc2)o1	2	-6	11	2	3	5	-0.5	-1	2	-14
COc1ccccc1C(=O)NC(=O)COC(=O)C1CCC1	-12	0	-7	3	-4	-1	0.1	1	1	-8
CC(C)CNC(=O)C1Nc2ccccc2C2C=CCC12 (centres undefined)	-7	0	12	-8	2	13	2.3	15	20*	-2
O=C(CNC(=O)c1ccc(Cl)cc1Cl)OCc1nnc(-c2ccccc2Br)o1	4	5	-4	-2	-2	8	1.9	5	5	0
COc1ccc(-c2nc3cc(C)c(Br)c(C)n3c2Cc2ccccc2)cc1OC	0	-3	/	2	6	-8	-0.1	-1	-6	-7
CCOC(=O)N1CCN(c2nc(-c3ccccc3)c3cc(C)ccc3n2)CC1	-11	3	-21	3	1	-1	-0.4	-1	-1	0
NC(=O)c1ccc(NC(=O)CCc2nc3ccccc3s2)cc1	5	-1	6	-5	6	4	-1.4	7	1	12
COc1cccc(C(=O)CC(=O)C(=O)Nc2cc(OC)ccc2OC)c1	-6	0	2	1	-1	32*	-3.2	20	2	-12
Fc1ccc(NC(=S)N2CCCc3ccccc32)cc1	0	-5	26	-3	2	13	-0.9	-3	-1	-2
COc1ccc(C(=O)/C=C/Nc2ccc(S(=O)(=O)Nc3onc(C)c3C)cc2)cc1	2	3	-5	2	1	-5	-0.4	1	7	7
Cc1onc(-c2ccccc2Cl)c1C(=O)OCc1cnc(Cl)s1	6	3	-20	0	2	-3	-1.1	-2	3	15
CCOC(=O)c1sc2nc(SC)nc(-c3ccccc3)c2c1N	-6	-3	-3	1	0	-5	2.6	3	3	0
S=C(NCc1ccco1)N1CCN(Cc2ccc(Cl)cc2Cl)CC1	10	2	-21	-3	-3	-17	-0.9	0	-6	-6
Cc1ccc(C(C)C)cc1C(=O)CC1(O)C(=O)N(C)c2ccccc21 (centres undefined)	0	-1	-8	0	0	-8	-0.7	2	-2	-6
O=C(c1cc(F)ccc1F)N1CCC(N2CCC(C(=O)N3CCCC3)CC2)CC1	6	2	2	-5	-1	-7	-1.9	-2	-4	2
CCC(c1nnnn1-c1ccc2c(c1)OCCO2)N1CCN(c2ccc(C(F)(F)F)cc2[N+](=O)[O-])CC1 (centres undefined)	2	3	/	-1	-4	-1	-0.5	1	-6	-5
CSc1ccccc1OCc1cc(C(=O)N(C)CCc2c(C)n[nH]c2C)no1	3	-4	0	2	0	3	-0.2	0	0	7
CNC(=O)/C(C#N)=C/c1cccc(Oc2ccccc2)c1	-4	-3	3	-1	-1	3	1.0	4	-5	6
COc1cccc(CN2CCN(Cc3nc(C(C)C)cs3)CC2CCO)c1 (centres undefined)	-9	3	-1	1	-2	16	-2.0	5	-3	4
CC(C)C[C@@H](COCc1ccc(F)cc1)N1CCN(C(=O)c2cccc(C(F)(F)F)c2)CCC1=O	-1	8	/	5	1	0	0.9	2	4	-7
COc1ccccc1NC(=O)c1cc([N+](=O)[O-])ccc1N1CCOCC1	1	4	-4	-1	-1	5	-3.1	1	6	18
Cc1cnc(C)c(Nc2nc(C(N)Cc3ccc(Cl)cc3)cs2)n1 (centres undefined)	-9	0	/	0	5	8	-0.4	25*	-2	-13
CN=C(NC(=O)Nc1c(C)cccc1C)NC(=O)Nc1c(C)cccc1C	5	-1	4	-1	1	-2	-1.9	-4	8	8
CCOC(=O)c1sc(=S)n(CC)c1NC(=O)C1CC1	4	-1	4	2	3	1	-1.2	-1	0	1
CC1CCCC(NC(=O)C2c3ccccc3C(=O)N2Cc2cccs2)C1C (centres undefined)	8	-6	-3	-4	1	-6	-1.6	1	4	0
Cc1ccc(N(CC(=O)NCc2ccc(F)cc2)C(=O)c2snc(C(N)=O)c2N)cc1C	-2	-7	2	-3	-2	-1	-1.0	5	0	7
Cc1nn(-c2ccccc2)c2c1C(c1cccc([N+](=O)[O-])c1)N(c1ccccc1)C(=O)N2 (centres undefined)	2	3	-6	4	-2	-7	-1.0	2	-8	3
COc1ccc(OCC(=O)Nc2cccc(OC)c2)cc1	1	-1	-6	-1	2	5	-1.3	-1	-5	3
O=C(CSc1nc2ccccc2s1)NCC1CCCO1 (centres undefined)	3	-1	4	-2	1	4	-1.2	-1	3	1
COC(=O)CC1=C(C)C(=O)CC2C(C)(C)CCCC12C (centres undefined)	2	5	3	-3	-1	5	-0.5	-2	-6	-10
O=C(O)c1ccccc1/C=N/N1CCN(C2c3ccccc3-c3ccccc32)CC1	-1	-7	/	-4	2	6	-2.9	2	1	-4
Cc1ccccc1N(CC(=O)Nc1ccc(F)cc1)S(C)(=O)=O	2	-6	1	2	0	5	-2.1	-2	-1	3
CC1CCCCC1NC(=O)c1ccco1 (centres undefined)	3	-1	3	-1	-2	0	-1.9	-2	1	2
CCCCC[C@H](C)N1C[C@@H](COCc2ccccc2)Oc2cc(N3CC[C@H](O)C3)ccc2S1(=O)=O	0	1	/	0	3	-12	-1.4	4	4	-5
CC(C)CC(=O)Nc1nnc(SCC(=O)Nc2ccc(F)cc2)s1	2	-5	-2	-2	2	-3	-0.7	-1	-3	0
CN1C(=O)c2cccc(NC(=O)Cc3ccccc3)c2C1=O	-6	-1	-3	-1	-3	-5	-1.4	2	2	-2
Cc1cccc(C(=O)NNS(=O)(=O)c2ccccc2)c1O	3	-4	1	0	-3	1	0.2	-1	5	-6
COc1cc(OC)cc(C(=O)NNC(=O)Cc2cccs2)c1	-6	1	1	-3	2	8	-1.7	1	7	-9
O=C1Nc2ccccc2Oc2cc([N+](=O)[O-])ccc21	-1	4	8	-6	0	14	0.6	5	4	-3
COc1ccccc1OCCCCn1ncc2ccc(OC)c(OC)c2c1=O	-4	-3	-8	1	2	1	-1.9	-2	1	7
CCOc1ccccc1CN1CCN(Cc2c[nH]c3ccccc23)CC1CCO (centres undefined)	2	-6	-1	0	-1	1	-0.7	2	0	-8
Fc1ccc(N/N=C(/c2ccccc2)c2ccccn2)cc1	0	-2	-1	4	3	-1	0.8	0	5	-7
N#Cc1ccccc1NCC(=O)N1CCN(S(=O)(=O)c2ccccc2)CC1	4	1	-4	1	1	2	-1.1	1	17*	12
O=c1cc(-c2ccc(O)cc2)oc2c(C3OCC(O)C(O)C3O)c(O)c(C3OC(CO)C(O)C(O)C3O)c(O)c12 (centres undefined)	16	6	1	-3	7	0	-1.0	-1	0	8
O=C1[C@@H]2[C@@H]3C[C@@H]([C@H]4ON=C(c5ccc(OCc6ccccc6)cc5)[C@@H]34)[C@@H]2C(=O)N1c1ccc2c(c1)OCO2	6	5	-12	2	0	-4	-1.3	-2	-4	-5
Cc1cc(NC(=O)C2Oc3ccccc3OC2C)no1 (centres undefined)	5	-3	4	2	2	7	0.3	1	-1	4
O=C(NCC1CC1)C1(C(F)(F)F)C/C(=C\Cc2ccccc2)CCCO1 (centres undefined)	0	5	-12	0	-1	-2	-1.9	0	1	-10
